Screening results: PubChem BioAssay, several laboratories
bIAP inhibitor = intestinal alkaline phosphatase (bovine) inhibition. 190,000 tested, under 10 active. inhibition, % at 20 µM. AID 1019. purified bovine IAP, CDP-star luminescence, 30 min;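 active means over 50% inhibition of intestinal alkaline phosphatase at 20 µM in the single-dose screen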
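Incubation: 30 min reaction at room temperature / Material: purified bovine intestinal alkaline phosphatase (IAP) enzyme / Input: enzyme at 1/65,000,000 dilution / Dosing: 20 µM single dose / Signal: CDP-star luminescence signal / Reagent: CDP-star chemiluminescent phosphatase substrate, 30 µM final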
PPARg SRC-2 ag = PPARgamma-driven SRC-2 recruitment agonism | P37231 | AID 1032 | PPARgamma LBD-SRC-2 recruitment, biochemical | activation, % at 8 µM | 200,000 compounds, 0.34% hits; in the data active means activation above about 22%;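 further: 0% = vehicle and 100% = reference agonist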
Target sequence (P37231 whole entry, looked up, the tested form may be a part): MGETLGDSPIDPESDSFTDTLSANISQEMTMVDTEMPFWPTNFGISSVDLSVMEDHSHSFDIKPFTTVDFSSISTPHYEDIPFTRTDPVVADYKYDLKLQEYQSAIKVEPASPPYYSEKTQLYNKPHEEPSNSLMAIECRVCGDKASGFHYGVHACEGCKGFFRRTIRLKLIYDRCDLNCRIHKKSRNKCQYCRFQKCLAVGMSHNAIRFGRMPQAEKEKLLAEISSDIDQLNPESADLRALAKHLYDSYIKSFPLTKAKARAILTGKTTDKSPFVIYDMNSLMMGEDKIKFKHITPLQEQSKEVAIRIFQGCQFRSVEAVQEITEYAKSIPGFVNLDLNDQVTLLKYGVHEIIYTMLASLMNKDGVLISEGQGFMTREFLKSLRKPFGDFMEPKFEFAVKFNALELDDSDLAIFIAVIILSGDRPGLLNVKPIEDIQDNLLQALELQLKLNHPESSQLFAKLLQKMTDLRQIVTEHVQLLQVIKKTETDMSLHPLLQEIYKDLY
bIAP activator = intestinal alkaline phosphatase (bovine) activation; purified bovine IAP, CDP-star luminescence, 30 min; active compounds read high; fold of DMSO-control signal, blank-subtracted; 200,000 compounds, 0.17% hits; activation factor at 20 µM; AID 1016;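 active means activation factor of 2 or more at 20 µM, a signal rise over negative controls twice the positive control's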
ROMK mod = modulators of human ROMK potassium channel. P48048. Tet-inducible ROMK, thallium flux fluorescence; actives lie on both sides. B-score at 10 µM. 130,000 compounds, 2% hits. AID 1918;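 active means signal ratio slope over the read window, or its plate-corrected B-score, at least 3 SD from the plate mean, either direction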;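 further: B-score of the F/F0 ratio slope over 7 to 12 s after thallium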
STAT3 blocker = reduces IL-6 driven STAT3 reporter signal; inhibition, % at 5.5 µM; AID 862; 190,000 compounds, 0.89% hits; U3A cells, IL-6 STAT3-luciferase reporter, luminescence; host cell line lacks STAT1;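 active means inhibition above the mean inhibition across all screened compounds plus 3 SD, cut at about 44% in these data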;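 further: 0% = DMSO only wells and 100% = 100 µM nifuroxazide control wells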
TNAP act hi DEA = increases human TNAP activity under high phosphate acceptor concentration | 200,000 tested, under 10 active | P05186 | activation factor at 20 µM | purified TNAP, CDP-star luminescence, 1 M DEA, 30 min; active compounds read high; 0 = EDTA background, 1 = DMSO-only activity;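 active means activation factor at least 2 at 20 µM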
Target sequence (P05186 whole entry, looked up): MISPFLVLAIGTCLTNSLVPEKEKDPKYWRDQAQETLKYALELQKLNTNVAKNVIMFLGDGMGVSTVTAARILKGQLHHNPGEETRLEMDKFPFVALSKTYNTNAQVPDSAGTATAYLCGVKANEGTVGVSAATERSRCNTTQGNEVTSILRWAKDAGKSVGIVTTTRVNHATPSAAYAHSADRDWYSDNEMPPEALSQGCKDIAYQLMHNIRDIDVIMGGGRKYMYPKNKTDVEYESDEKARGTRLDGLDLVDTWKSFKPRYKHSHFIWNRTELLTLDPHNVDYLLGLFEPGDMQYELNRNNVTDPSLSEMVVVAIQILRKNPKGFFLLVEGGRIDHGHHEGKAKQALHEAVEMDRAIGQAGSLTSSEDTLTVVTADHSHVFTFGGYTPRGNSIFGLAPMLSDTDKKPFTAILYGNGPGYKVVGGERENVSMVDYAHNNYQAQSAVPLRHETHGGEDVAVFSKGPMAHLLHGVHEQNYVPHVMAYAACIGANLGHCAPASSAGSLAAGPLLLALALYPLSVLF
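system = human TNAP | amount = enzyme diluted 1/800 final | reagent = 100 µM CDP-star substrate | signal = luminescent substrate turnover signal | dosing = one dose, 20 µM | benchmarks = EDTA negative control, DMSO positive control | measure = activation factor | timing = 30 min reaction, room temperature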
STAT3 act = STAT3 signaling activation. U3A cells, IL-6 STAT3-luciferase reporter, luminescence; 100% = signal with IL-6 EC80 alone. activation (% of control), % at 5.6 µM. 190,000 compounds, 0.91% hits;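 active means activation above the screen-wide mean of compound activation plus 3 SD, cut at about 130% in these data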;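 further: 0% = background luminescence of wells with medium and substrate only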
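Material: STAT3-luciferase reporter U3A cells. Controls: IL-6-treated wells, 100% activation. Read-out: % activation versus median of IL-6-stimulated wells. Probe or stimulus: IL-6 stimulus at 33 ng/mL final. Timing: compound 1 h, then IL-6 6 h at 37 °C. Signal: reporter luminescence signal.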
STAT1 blocker = inhibitors of IFN-gamma induced STAT1 signaling | AID 920 | inhibition, % at 5.5 µM | NIH 3T3 STAT1-luciferase reporter, luminescence | 200,000 compounds, 0.35% hits;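 active means inhibition above a set limit, the mean inhibition across all tested compounds plus 3 SD, cut at about 34% in these data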;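 further: 0% = IFN-gamma with DMSO and 100% = IFN-gamma with 300 µM nifuroxazide; values of inactives mirror those of a sister screen read the other way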
SRC2 TRFRET art = counter-screen for PPARgamma SRC-2 recruitment agonists: TR-FRET artefact. active compounds read high. TR-FRET ratio at 8 µM. 200,000 compounds, 0.4% hits; in the data active means TR-FRET ratio above about 2000; further: inactives centre near 1500
PPARg SRC3 recr = promotes SRC-3 coactivator recruitment by human PPARgamma; biochemical PPARgamma/SRC-3 coactivator recruitment assay; activation, % at 8 µM; 200,000 compounds, 0.26% hits; in the data active means activation above about 23%;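 further: 0% = DMSO and 100% = reference agonist; some compounds past the cut are filed as inactive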
PPARg SRC1 recr = promotes SRC-1 coactivator recruitment by human PPARgamma; P37231; PPARgamma-SRC-1 coactivator recruitment biochemical assay; activation, % at 8 µM; 200,000 compounds, 0.41% hits; AID 631; in the data active means activation above about 19%;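 further: 0% = DMSO and 100% = reference agonist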
The depositor's hits bear a star; / = not tested or not shown.

compound	bIAP inhibitor	PPARg SRC-2 ag	bIAP activator	ROMK mod	STAT3 blocker	TNAP act hi DEA	STAT3 act	STAT1 blocker	SRC2 TRFRET art	PPARg SRC3 recr	PPARg SRC1 recr
Cc1ccc(/C=C/C(=O)OCC(=O)Nc2cccc(S(=O)(=O)N(C)C)c2)o1	5	8	0.9	0.41	5	1	104	-6	1510	3	0
c1cc2cn[nH]c2cc1NC1CCCCCC1	-15	-9	1.1	/	-24	1	124	-6	1363	2	-9
CCCCN(CC)c1nc(N)c2c(N)nc(OCC)cc2c1C#N	13	2	0.9	-0.94	19	1	89	4	1358	-1	1
S=C(NCc1ccco1)Nc1ccc(N2CCOCC2)cc1	33	-4	0.7	-0.51	19	1	87	-1	1574	0	-3
CC1(C)CC(=O)C(C(c2ccc(F)cc2)C2C(=O)CC(C)(C)CC2=O)C(=O)C1	4	-11	1	0.58	23	1	82	2	1559	5	2
COc1ccc(CCNC(=O)C2CCN(C(=O)c3cccs3)CC2)cc1	11	-5	0.9	-0.64	11	1	98	-2	1444	-1	4
C=CCSc1nc(N)c(C(=O)Nc2ccccc2)cc1C#N	16	4	0.8	/	24	1	82	-12	1433	5	2
N#Cc1c(Cl)cccc1-n1ccnc1	6	-1	0.9	/	-4	1	103	-1	1628	9	4
N/C(=N\OC(=O)CCCOc1ccccc1)c1ccccc1	-7	-10	1.1	/	-4	1	105	2	1459	2	-2
CS(=O)(=O)C1=C(O)C(=O)N(CCCC(=O)O)C1c1ccccc1F (stereo unspecified)	0	9	1	/	6	1	99	4	1520	11	10
CCCN1CCC(NC(=O)Nc2ccc(Br)cc2)CC1	-7	1	1.1	-1.6	10	1.1	98	0	1563	2	9
CS(=O)(=O)Nc1ccc(S(=O)(=O)NCCc2ccccc2)cc1	-1	-5	1	/	8	1	95	5	1347	-2	-7
OCCC1CN(Cc2cccc(OC3CCCC3)c2)CCN1Cc1ccsc1 (stereo unspecified)	4	-9	1	-1.9	-7	1	111	-5	1345	3	-2
COc1ccc(CNC(=O)CCCN2C(=O)c3ccccc3C2=O)cc1	-3	4	1	0.44	12	1	96	1	1546	4	7
OCCNc1ncnc2ccc(Br)cc12	0	-3	1	/	-13	1	116	15	1549	-5	-4
Cc1c(NC(=O)C2CCCO2)cccc1[N+](=O)[O-] (stereo unspecified)	11	1	0.9	/	3	1	96	-2	1420	6	2
COc1cc(CNC2CCCCC2OC)cc(OC)c1OC (stereo unspecified)	-3	-1	1	/	-4	1.1	106	-1	1535	-1	-5
Cc1ccc(C(=O)N/C(N)=N/c2nc3ccccc3o2)cc1	-8	11	1.1	/	11	0.9	94	-8	1584	14	5
C[C@@H]1CN(c2c(F)c(N)c3c(=O)c(C(=O)O)cn(C4CC4)c3c2F)C[C@H](C)N1	-3	3	1	/	/	1	/	/	1376	-4	-9
COc1ccc(CCNC(=O)c2cc(S(=O)(=O)N3CCC4(CC3)OCCO4)ccc2F)cc1OC	-10	4	1.1	/	13	1	90	9	1693	-1	11
CCN(Cc1ccccc1)Cc1nc(CCc2ccccc2)no1	-4	4	1	0.49	10	1	101	-1	1478	-2	-4
Cc1ccc(N(CC(=O)NCCSCc2ccco2)S(=O)(=O)c2ccc(C)cc2)cc1	1	2	1	/	3	1.1	106	5	1647	1	2
CC1=C(C(=O)NCCN2CCOCC2)C2(CCC(C)CC2)OC1=O (stereo unspecified)	4	-4	1	/	1	1	99	-1	1608	-4	-8
O=C(Cn1ncc2c1-c1ccccc1OC2)N(Cc1ccco1)C1CCCCC1	-1	-11	1	/	10	1.1	99	-2	1939	0	2
COC(=O)c1ccc(NC(=O)Nc2ccc(OC)c(OC)c2)cc1	-22	6	1.2	0.034	18	1	90	-7	1508	-2	-1
CCc1nnc(NC(=O)c2ccc(N(C)S(=O)(=O)c3ccccc3)cc2)s1	12	2	0.9	/	35	1	75	3	1466	3	7
C/C(=N\OC(=O)NC1CCCCC1)c1sc(-c2ccccc2)nc1C	5	4	1	/	25	1	83	-11	1617	13	6
O=C(COC(=O)C1=COCCO1)Nc1ccccc1Oc1ccccc1	12	5	0.9	/	-8	1.1	106	0	1481	-3	1
Cc1ccc(S(=O)(=O)Nc2cc(C)nn2-c2ccccc2)cc1	-7	9	1.1	-0.68	2	1	104	-6	1627	0	8
CC(C)(C)C1CC=C2C(C#N)=C(N)C(C#N)(C#N)C(c3cccs3)C2C1 (stereo unspecified)	12	6	0.9	-3*	8	1	98	3	1548	4	4
Cc1cccc(NC(=S)NNC(=O)c2csc(C)c2)c1	19	-8	0.8	0.46	15	1	87	3	1511	3	-5
CCC(CO)N=CC1=C(O)CC(C)(C)CC1=O (stereo unspecified)	3	6	1	2	12	1	92	2	1810	11	13
Cn1cccc1/C=C1\CCc2ccccc2C1=O	/	7	0.5	-0.64	89*	0.9	27	58*	1632	6	15
O=C(NN=C1CCCCCCCCCCC1)c1cccnc1	2	-3	1	/	3	1.1	102	-11	1489	4	12
O=C(c1cc(-c2cccnc2)nc2ccccc12)N1CCCc2ccccc21	0	-5	1	-0.64	21	1.1	82	12	1437	-2	-3
CCOC(=O)c1nc(-c2ccc(OC)c(OC)c2)no1	7	6	0.9	-0.57	1	1	103	-4	1521	1	4
CC(NS(=O)(=O)c1ccc2c(c1)OCCCO2)C(=O)O (stereo unspecified)	3	-3	1	/	14	1.1	89	8	1525	-1	6
O=C(Nc1ccc(S(=O)(=O)N2CCOCC2)cc1)c1ccco1	13	-5	0.9	/	8	1	97	-1	1610	-3	2
Cn1cccc1CC(=O)N/N=C\c1c2ccccc2cc2ccccc12	2	0	1	/	4	1	105	-4	1403	10	0
CC(=O)C1=C(O)C(=O)N(c2nccs2)C1c1ccccc1 (stereo unspecified)	7	27*	0.9	0.31	-8	1	113	1	1601	16	10
O=C(NCc1ccncc1)Nc1ccc2c(c1)OCO2	-9	7	1.1	1.5	11	1	94	-4	1807	5	0
O=C1c2cccc3cccc(c23)C(=O)N1CCCCCc1n[nH]c(=S)o1	6	-2	0.9	1.4	9	1.1	97	-7	1554	2	-1
COc1ccc(CCNC(=O)Cn2cnc3scc(-c4ccccc4)c3c2=O)cc1OC	-3	-4	1	-0.77	1	1	105	1	1500	2	0
COc1ccc2[nH]c(=O)c3c(c2c1)OC(C)(C)C=C3	11	12	0.9	/	-41	1	137*	4	1654	-3	-1
Cc1ccc(-c2c3c(=O)n(C)c(=O)n(C)c3cn2Cc2cccnc2)cc1	17	-2	0.8	/	4	1	99	9	1467	-8	4
O=C(O)c1ccc(/C=N/Nc2ccc(F)cc2F)cc1	5	-6	1	-0.0082	-19	1	118	-17	1829	-1	5
Nn1c(SCC(=O)NC2CCCCC2)nnc1-c1ccccc1	3	-1	1	0.41	10	1	97	6	1499	6	3
Cn1cc([N+](=O)[O-])c(C(=O)Nc2ccc3nc(-c4ccccc4)[nH]c3c2)n1	11	-4	0.9	/	23	1	79	-4	1700	1	-1
CCCCn1c(N)c(N(CC)C(=O)c2cccc(OC)c2)c(=O)[nH]c1=O	-3	7	1	0.94	2	1	105	1	1693	-2	-6
COc1ccc(C/C(O)=C(\C#N)c2nc3ccccc3s2)cc1	3	20	1	-3.1*	5	1	99	0	1639	6	0
Cc1cccc(OCC(=O)Nc2ccc(S(=O)(=O)N3CCCC3)cc2)c1	17	1	0.8	/	16	1	94	4	1649	9	3
O=C(CCCCCN1C(=O)c2ccccc2C1=O)Nc1ccc2c(c1)OCCO2	27	-2	0.7	-1.3	11	1	88	6	1490	2	5
COc1cc(NC(=O)CN2CCCCC2C)c(C)cc1[N+](=O)[O-] (stereo unspecified)	1	0	1	-0.77	1	1	99	9	1486	0	-5
Cc1cc(NC(c2cccnc2)c2ccc3cccnc3c2O)no1 (stereo unspecified)	-36	2	1.4	/	0	1.1	105	3	1454	-6	-2
CS(=O)(=O)N1CCC(Oc2ccccc2C(=O)N2CCCCC2CO)CC1 (stereo unspecified)	-14	11	1.1	0.44	10	1.1	96	-11	1661	-1	5
Cc1nn(-c2ccccc2)c2sc(C(=O)N3CCCCC3)cc12	-3	-13	1	/	-28	1	131	-12	1443	2	-6
S=C(NC1CCCCC1)NC1CC2CCC(C1)N2Cc1ccccc1 (stereo unspecified)	19	7	0.8	-2.4	-3	1	105	-2	1380	0	-2
Cc1nn(C)c(Cl)c1C(=O)NCC(=O)O	-4	-7	1	-0.29	2	1	102	7	1435	-5	-9
O=C(CCNS(=O)(=O)c1cccc2nsnc12)NCc1ccco1	-1	-1	1	0.1	2	1	100	7	1395	-3	1
Cc1ccc2[nH]c(=O)c(CN(C)C(=O)c3ccccn3)cc2c1	16	-2	0.8	/	10	1	96	-3	1417	-8	0
Cc1ccc2nc(-c3ccc(N4C(=O)CC(N5CCCC(C)C5)C4=O)cc3)sc2c1 (stereo unspecified)	-7	0	1.1	-0.49	-1	1	104	-7	1668	11	0
Cc1cccc(N2CCN(CCNC(=O)c3cc4c(s3)CS(=O)(=O)C4)CC2)c1C	-14	12	1.1	-0.89	12	1	89	0	1529	8	5
Cc1[nH]c2ccccc2c1C(c1ccccn1)N1CCCC1 (stereo unspecified)	-18	5	1.2	-0.051	5	1	99	-6	1565	0	-6

Complete entries from above. Values in the order: bIAP inhibitor | PPARg SRC-2 ag | bIAP activator | ROMK mod | STAT3 blocker | TNAP act hi DEA | STAT3 act | STAT1 blocker | SRC2 TRFRET art | PPARg SRC3 recr | PPARg SRC1 recr
O=C(CCNS(=O)(=O)c1cccc2nsnc12)NCc1ccco1 as listed: -1 | -1 | 1 | 0.1 | 2 | 1 | 100 | 7 | 1395 | -3 | 1
S=C(NC1CCCCC1)NC1CC2CCC(C1)N2Cc1ccccc1 (stereo unspecified) as listed: 19 | 7 | 0.8 | -2.4 | -3 | 1 | 105 | -2 | 1380 | 0 | -2
O=C(O)c1ccc(/C=N/Nc2ccc(F)cc2F)cc1 as listed: 5 | -6 | 1 | -0.0082 | -19 | 1 | 118 | -17 | 1829 | -1 | 5
Cc1ccc(-c2c3c(=O)n(C)c(=O)n(C)c3cn2Cc2cccnc2)cc1 as listed: 17 | -2 | 0.8 | / | 4 | 1 | 99 | 9 | 1467 | -8 | 4
